# Smad3 FoxH1 inh – blocks human Smad3 binding to FoxH1 peptide; inhibition, % at 25 µM; 88,000 compounds, 0.29% hits; TR-FRET Smad3/Dy647-FoxH1 peptide binding, europium anti-His; P84022;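 active = compounds that reduce the energy-transfer binding signal between the protein and its labelled peptide by more than half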;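 also: 0% = Smad3 plus labelled peptide maximal FRET and 100% = peptide-only background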
# HUVEC prolif 384 – inhibitors of human endothelial cell proliferation; HUVEC proliferation, CellTiter-Glo luminescence, 72 h; stronger effect = lower value; viability, % at 10 µM (by protocol); AID 648; 86,000 compounds, 1.1% hits;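 active = viability at or below 30%; inactive = viability above 30%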;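 also: 100% = median luminescence of DMSO-only cell control wells on each plate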
# ERa SRC1 inh – blocks coactivator binding to human estrogen receptor alpha; P03372; TR-FRET ER-alpha LBD / SRC-1 peptide, estradiol-bound; inhibition, % at 25.6 µM; 86,000 compounds, 1.7% hits; in the data active = inhibition above about 50%;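 also: 0% = receptor plus peptide control and 100% = peptide only without receptor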
# Fibroblast inh – blocks proliferation of human lung fibroblasts; LL 47 human lung fibroblast viability, ATP luminescence; stronger effect = lower value; viability, % at 10 µM; 85,000 compounds, 1.1% hits;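 active = viability at or below 50% in the single dose screen; inactive = viability above 50%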;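 also: compound exposure lasted 72 h before the ATP readout; 100% = median luminescence of untreated cell-only wells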
#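 Assay system: human lung fibroblast line LL 47, low passage. Input: 1,150 fibroblasts seeded per well. Times: overnight cell rest, 72 h compound treatment at 37 °C. Evaluation: % viability of median cell-only signal. Technique: luminescent ATP detection, CellTiter-Glo. Control set: cell-only wells, no compound.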
# ERa SRC1 pot – enhances coactivator binding to human estrogen receptor alpha. coactivator binding (% of control), % at 25.6 µM. P03372. AID 639. TR-FRET ERalpha-LBD/SRC-Cy5 coactivator binding, 2 h; 100 = basal binding, no effect. 86,000 compounds, 1.3% hits; in the data active = activity above about 200%;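 also: binding measured in presence of low estradiol as agonist stimulus; 0% = peptide alone without receptor and 100% = receptor with peptide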
# CD11b adhes enh – CD11b/CD18-fibrinogen binding enhancement; K562 CD11b/CD18 adhesion to fibrinogen, ATPlite luminescence; activation, % at 10 µM; AID 1499; P05107+P11215; 93,000 compounds, 0.07% hits;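 active = 10 µM primary screen giving 50% or more activity, confirmed by 40% or more on retest at that dose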; also: strong numbers were not always called active
# Target sequence (P05107 whole entry, looked up, other chains not shown): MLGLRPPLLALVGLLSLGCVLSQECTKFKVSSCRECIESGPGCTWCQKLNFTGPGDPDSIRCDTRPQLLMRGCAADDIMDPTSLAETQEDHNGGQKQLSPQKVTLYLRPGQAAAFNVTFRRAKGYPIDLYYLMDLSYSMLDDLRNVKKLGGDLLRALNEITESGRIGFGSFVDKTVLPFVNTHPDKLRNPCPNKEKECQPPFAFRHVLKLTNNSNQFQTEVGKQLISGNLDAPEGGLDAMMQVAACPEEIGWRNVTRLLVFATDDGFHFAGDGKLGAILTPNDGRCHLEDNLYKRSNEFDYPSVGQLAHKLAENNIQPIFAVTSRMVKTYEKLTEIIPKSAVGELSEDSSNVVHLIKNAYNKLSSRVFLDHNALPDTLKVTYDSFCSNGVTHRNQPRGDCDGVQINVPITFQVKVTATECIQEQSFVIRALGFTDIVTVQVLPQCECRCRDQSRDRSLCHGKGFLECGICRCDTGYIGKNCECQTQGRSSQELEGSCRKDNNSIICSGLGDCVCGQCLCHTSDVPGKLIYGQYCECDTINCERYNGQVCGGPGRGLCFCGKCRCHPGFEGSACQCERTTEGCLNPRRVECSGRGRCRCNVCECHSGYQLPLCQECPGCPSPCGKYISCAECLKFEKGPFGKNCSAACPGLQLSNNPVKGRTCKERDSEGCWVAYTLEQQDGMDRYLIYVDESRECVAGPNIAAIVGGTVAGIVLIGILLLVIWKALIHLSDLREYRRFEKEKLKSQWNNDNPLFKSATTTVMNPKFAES
# ERb SRC1 inh – blocks coactivator binding to human estrogen receptor beta. AID 633. Q92731. TR-FRET ER-beta LBD / SRC1-Cy5 peptide binding; receptor agonist-loaded with 1 µM estradiol. 86,000 compounds, 1.3% hits. inhibition, % at 25.6 µM;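 active = compounds whose percent inhibition of the receptor-coactivator binding signal exceeds about 50% in the single-dose screen, limit read from the data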;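 also: 0% = receptor plus peptide wells without compound and 100% = peptide-only wells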
# H69AR inhibit – growth inhibitors of human H69AR lung tumor cells; H69AR lung tumor viability, ATP luminescence, 72 h; stronger effect = lower value; viability, % at 10 µM; 85,000 compounds, 6% hits; AID 598;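 active = viability at or below 40%; inactive = viability above 40%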;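 also: multidrug resistant small cell line overexpressing MRP-1 efflux transporter; 100% = mean luminescence of untreated control wells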
# MT1-MMP txn act – activates MT1-MMP transcription | HT1080 MT1-MMP promoter luciferase reporter, luminescence, overnight; stronger effect = higher value | activation factor at 10 µM | 86,000 compounds, 0.16% hits;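 active = activation factor of at least 2 for MT1-MMP transcription at 10 µM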
# Starred values were filed as active, the others as inactive; x = no result given; [ ] = remark or other dose. Not all compounds are listed, so the mix of outcomes need not match the whole.
SMILES,Smad3 FoxH1 inh,HUVEC prolif 384,ERa SRC1 inh,Fibroblast inh,ERa SRC1 pot,CD11b adhes enh,ERb SRC1 inh,H69AR inhibit,MT1-MMP txn act
CC(C)CCNC(=O)CN(CC1CCCO1)C(=O)CCC(=O)Nc1ccccn1 (centres undefined),-1.9,89.8,0.0,104.8,119.0,0.7,11.0,99.4,1
c1ccc2c(c1)nc1n2CN(Cc2ccc3c(c2)OCO3)CN1,-4.8,99.9,-0.5,99.4,115.0,-2.0,-5.2,90.7,1.1
COc1ccc(OCC(=O)N2CC3(C)CC2CC(C)(C)C3)cc1 (centres undefined),-6.2,101.7,14.8,97.5,118.3[fluorescence artefact?],14.1,2.8,93.0,1.1
CC(=O)c1c(C)n(-c2ccc(N(C)C)cc2)c2ccc(OCC(N)=O)cc12,7.0,89.4,-38.7[fluorescence artefact?],87.2,84.2,-1.9,2.5,57.0,1.1
COC(=O)N1CCN(c2ccc(Cl)c(Cl)c2)CC1,-6.1,104.3,-2.0,105.5,97.0,2.4,-3.4,92.5,1
Cc1nc2ccccc2c2oc(C(=O)NCc3ccccn3)cc12,-2.5,100.1,2.1,101.8,123.5,-5.0,0.3,99.5,1.8
C=C(C)CC1N(c2cccc(OC)c2)C(=O)[C@@H]2C(C(=O)O)[C@H]3C=C[C@@]12O3 (some centres undefined),-4.6,100.8,-1.5,95.1,115.5,-2.2,-3.1[fluorescence artefact?],93.3,1.1
Cc1cc(NC(=O)c2nn3cccnc3c2Cl)no1,-6.7,101.8,4.4,112.8,97.8,-2.5,3.4,88.7,1.2
Cc1cccc(OCc2nnc(NC(=O)c3cccs3)s2)c1,-10.4,94.9,-0.5,108.1,119.3,-2.4,-8.1,107.1,1.1
CCc1nnc(NC(=O)CSc2nnc(CNc3ccc(F)cc3)n2C2CCCCC2)s1,3.3,77.0,-8.1,93.6,119.8,-1.7,-5.9,97.9,1.1
CN(C)c1ccc(N2CN=C3SCC(=O)N3C2)cc1,-11.9,82.0,19.7[fluorescence artefact?],106.0,92.4[fluorescence artefact?],x,86.0*[fluorescence artefact?],52.6,1.1
Cc1c(Cc2ccccc2)c(=O)oc2cc(OCc3nn[nH]n3)ccc12,4.9,98.4,7.4,99.0,93.1,-1.7,3.1[fluorescence artefact?],95.1,1.1
COC(=O)c1[nH]c2cc(C)ccc2c1NC(=O)CN1CCN(C(=O)c2ccco2)CC1,2.4,83.9,8.2,86.8,95.0,x,-1.4,62.5,1.1
Cc1ccccc1C1CC(c2ccccc2OC(F)F)Nc2ncnn21 (centres undefined),0.8,98.4,-4.3,93.8,100.0,4.2,-1.7,0.6*,1.1
O=C(CCS(=O)(=O)c1cccc2nsnc12)NCc1ccccc1,9.6,92.7,0.6[fluorescence artefact?],91.8,118.6,x,4.6[fluorescence artefact?],95.6,1
O=C1NC2(NN1c1ccccc1)C1CC3CC(C1)CC2C3 (centres undefined),1.8,108.1,-0.7,103.8,96.6,-3.4,-11.9,103.3,x
O=C(Cn1cc2c(n1)CCCC2)NCC1CCCO1 (centres undefined),-5.9,98.3,-5.3,92.8,120.5,-1.2,-1.9,102.0,1
O=C(Nc1ccccc1C(=O)N1CCCC1)c1cccc(S(=O)(=O)N2CCCCCC2)c1,2.3,111.3,-6.4,94.0,100.4,2.0,-0.5,102.8,1.2
CC(C)Cn1c(-c2ccccc2)nc(=S)c2c1CCCC2,9.4,109.9,-4.5,99.2,98.4,-2.2,-0.2,69.8,1.1
COc1ccc(C2C(C(=O)c3cc4cccc(OC)c4o3)=C(O)C(=O)N2CCCN(C)C)cc1OC (centres undefined),-1.5,91.9,-4.2,93.5,107.8[fluorescence artefact?],-4.3,-0.3,91.3,1.1
CC(C)N1CC(C(=O)Nc2ccc(Br)c(Cl)c2)CC1=O (centres undefined),-13.1,89.7,-7.1,97.2,137.0,4.0,-1.4,95.5,1.1
Cc1ccc(Cn2cnc3c(nnn3Cc3ccc(Cl)cc3)c2=O)cc1,8.7,72.6,9.4[fluorescence artefact?],83.1,102.1,x,-1.9,62.6,1.1
CCN(CCNC(=O)CN(C)S(=O)(=O)c1cccc2nsnc12)c1ccccc1,-3.1,105.5,-4.1,103.2,104.3,-0.1,-17.6,84.3,1.2
O=C(CSc1nnc(-c2ccncc2)n1-c1ccc(Cl)cc1)N1CCOCC1,9.0,91.4,-4.1,105.9,111.2,5.7,-5.9,82.0,1.1
COc1cc(-c2nc(-c3ccc4c(c3)-c3ccccc3S4(=O)=O)c(-c3ccccc3)[nH]2)cc(OC)c1O,9.6,57.7,1.4[fluorescence artefact?],65.8,94.4,13.8,16.1,43.4,1.5
Cc1c(NC(=O)c2ccc(Br)o2)c(=O)n(-c2ccccc2)n1C,1.9,101.0,3.3,95.6,117.5,-2.3,5.6,96.3,1.1
CCCCCOC(=O)Cn1c(SCC(=O)Nc2ccccc2)nc2c1c(=O)[nH]c(=O)n2C,-10.1,77.1,16.0,96.8,103.4,1.2,-1.5,31.5*,1.2
O=C(OCCNC(=O)c1ccc2ccccc2n1)c1cccnc1,-2.0,89.8,-9.8,88.9,109.3,-2.6,46.6,82.1,x
O=C(COC(=O)C1CC(=O)N(c2ccc3c(c2)OCCO3)C1)Nc1ccc2c(c1)CCC2 (centres undefined),-3.9,91.7,14.2,88.6,90.8,-2.9,18.1,89.6,1.1
O=C(c1ccc(S(=O)(=O)N2CCOCC2)cc1)N1CCN(C2=NS(=O)(=O)c3ccccc32)CC1,9.0,95.5,-2.3,96.8,115.5[fluorescence artefact?],-4.2,-6.7,98.2,1
COC(=O)CSC1=C(C#N)C(c2ccc(C(C)C)cc2)CC(=O)N1 (centres undefined),3.8,102.3,2.9,93.1,84.7,-2.5,-2.7,86.0,x
CC(C)(C)c1ccccc1NC(=O)c1ccco1,-3.2,86.5,0.8,90.8,113.0,-0.6,24.6[fluorescence artefact?],96.6,1.1
CCOCCCNCC(=O)Nc1ccccc1N1CCOCC1,-3.2,101.9,-4.7,99.8,108.4,-1.8,8.3,x,1.3
CN(C(=O)Cc1ccccc1)n1cnnc1,-2.5,98.4,-7.3,100.2,93.9,x,-11.4,98.3,1.1
CCOC(=O)CSc1nnc(CNC(=O)c2ccco2)n1-c1ccc(F)cc1,-0.4,90.6,-17.6,102.8,110.6,-3.0,-2.9,90.3,1
CCOc1ccccc1N(CC(=O)N1CCOCC1)S(=O)(=O)c1ccccc1,0.8,95.4,-6.4,94.4,103.9[fluorescence artefact?],0.6,-8.0,87.7,1.2
CCCn1c(=O)n(C)c(=O)c2c(SCC(=O)NCc3ccco3)nc(C3CC3)nc21,1.3,83.0,28.5,93.8,94.0,5.8,9.9,40.6,1.1
COc1cc2c(cc1OC)C1(CCCC1)CNC2C (centres undefined),-16.6,96.4,2.0,98.4,117.7,x,11.8,101.7,1.1
COc1ccc(Cn2cccc(NC(=O)Nc3ccc(C#N)cc3)c2=O)cc1,9.8,72.9,-20.6,91.6,144.5[fluorescence artefact?],5.6,-3.2[fluorescence artefact?],54.8,1
Cc1ccccc1NC(=O)CNc1ccccc1N1CCCCC1,-0.5,105.5,3.3,96.3,97.1,x,2.6,92.7,1.2
O=C(NCc1ccc(F)cc1)C(c1cccs1)N(C(=O)c1csnn1)C1CC1 (centres undefined),-8.6,94.2,10.9,95.1,103.0,-0.4,21.6,98.2,1.2
CCOC(=O)CNc1nc(C(C)(C)C)nc2c1nnn2Cc1ccccc1Cl,-1.2,93.3,-0.4,82.2,110.8,-3.6,-1.1,84.2,1.1
COc1ccc2oc(C(=O)CCC(=O)O)c(N)c2c1,-0.5,101.4,-7.3,94.8,111.5,2.6,2.9,93.0,1.2
CC(C)CCn1cnc2c([nH]c3cccc(Cl)c32)c1=O,4.7,83.4,14.8[fluorescence artefact?],103.2,596.4*[fluorescence artefact?],5.1,17.2[fluorescence artefact?],69.3,1.2
Cc1cc(C)n2nc(SCC(=O)NCc3ccco3)nc2n1,7.4,87.8,-6.4,100.0,100.1,-1.0,6.0,82.7,1.1
COc1ccc(C)cc1NS(=O)(=O)c1cccc2nonc12,-11.8,100.2,-8.7,94.9,98.2,-1.0,-5.2[fluorescence artefact?],89.5,1.1
CSc1ccccc1C(=O)Nc1ccc2c(c1)OCCO2,-0.7,96.3,12.4,97.7,92.7,-2.3,1.7,90.9,1.3
O=C(CN1C(=O)C(=O)c2ccccc21)NC1CCCCC1,2.6,87.2,-10.7,99.5,98.7,x,-5.3,55.1,1.2
CCCN1C2CCCC1CC(NC(=O)c1ccccc1)C2 (centres undefined),-30.9,100.5,3.0,99.0,100.4[fluorescence artefact?],4.1,5.6,96.3,1.1
Cn1nc(CC(=O)Nc2ncc(Br)s2)c2ccccc2c1=O,17.7[fluorescence artefact?],121.9,35.8[fluorescence artefact?],91.9,87.8[fluorescence artefact?],x,50.2*,113.2,x
O=C(O)CSc1nccn1-c1cccc(Cl)c1,-2.6,105.0,-10.9,97.3,100.3,2.8,-4.2,88.9,1.1
CC(=O)Nc1cccc(-c2csc(NCc3ccco3)n2)c1,-4.1,103.1,-5.6,104.9,99.3,7.4,0.4,100.3,1.4
CCN(CC)S(=O)(=O)c1ccc(N(C)Cc2ccc(C(F)(F)F)cc2)nc1,-1.3,86.8,-6.0,88.0,101.4,-5.5,-10.3,100.5,1.1
CCOCCCn1c(=NC(C)=O)c(C(=O)OCC)cc2c(=O)n3ccccc3nc21,13.5,116.1,-2.5,106.8,121.8,0.9,-2.6,82.5,1
Cc1ccc(NC(=O)c2ccco2)c(NC(=O)Cc2cccs2)c1,-15.7,92.5,-6.2,90.6,115.1,0.9,-1.2,85.5,1.1
Cc1sc(NC(=O)C2CCCCC2C(=O)O)c(C(N)=O)c1C (centres undefined),1.6,95.2,-13.1,100.1,150.1,0.8,-3.1,102.8,1.2
COC(=O)c1c(NC(=O)Cc2cccs2)sc(C(=O)N2CCCCC2)c1C,2.4,97.5,-4.4,95.9,113.3,x,-3.6,52.5,1.3
Cc1nnc2n1NC(c1ccc(Cl)cc1)C(C(=O)N(C)C1CCCCC1)S2 (centres undefined),2.4[fluorescence artefact?],95.1,-2.6,97.4,127.7[fluorescence artefact?],-2.0,-5.0[fluorescence artefact?],73.2,1.1
COc1cccc(-n2c(SCC(=O)NCCc3ccccc3)nnc2-c2ccoc2C)c1,-4.5,91.7,-2.1,98.0,101.5[fluorescence artefact?],-4.8,-18.8,100.7,1.2
O=C(O)c1ccc(NC(=O)c2cccs2)cc1,13.5,91.6,0.1[fluorescence artefact?],99.3,108.9,x,-4.3,110.2,1.1

# Profiles from above:
# COc1ccc(C)cc1NS(=O)(=O)c1cccc2nonc12 in the list: Smad3 FoxH1 inh = -11.8; HUVEC prolif 384 = 100.2; ERa SRC1 inh = -8.7; Fibroblast inh = 94.9; ERa SRC1 pot = 98.2; CD11b adhes enh = -1.0; ERb SRC1 inh = -5.2[fluorescence artefact?]; H69AR inhibit = 89.5; MT1-MMP txn act = 1.1
# CC(=O)Nc1cccc(-c2csc(NCc3ccco3)n2)c1 in the list: Smad3 FoxH1 inh = -4.1; HUVEC prolif 384 = 103.1; ERa SRC1 inh = -5.6; Fibroblast inh = 104.9; ERa SRC1 pot = 99.3; CD11b adhes enh = 7.4; ERb SRC1 inh = 0.4; H69AR inhibit = 100.3; MT1-MMP txn act = 1.4
